Source: PubChem (several laboratories)
Rac1 mut GTP = GTP binding modulators of activated mutant Rac1, primary screen, biochemical, bead-based flow cytometry, multiplex, fluorescent GTP; hit rate 0.11% among 190,000; GST-Rac1 activated beads; actives lie on both sides; 100% means binding = to untreated wells; AID 764, 2007; percent activity (GTP binding), % at 10 µM;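 active = GTP binding at least 20 percentage points away from the 100% baseline, in either direction, so actives lie on both sides; inconclusive = Compound likely fluorescent itself, or too few beads counted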
Rab2A wt mod = modulators of GTP binding to Rab2A wildtype, primary screen, biochemical, dog, bead-based flow cytometry, multiplex; GST-Rab2 wt beads, Bodipy-GTP binding; Ras-related protein Rab-2A (Canis lupus familiaris), P61105; hit rate 0.19% among 190,000; GTP binding activity, % at 10 µM; AID 760, 2007;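 active = GTP binding activity at least 20 points away from 100%, either lowered or raised; inconclusive = signal likely due to the compound's own green fluorescence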;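 note: 0% = beads with excess unlabeled GTP and 100% = no-compound control corrected for plate trend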
Rab7 wt modul = modulators of GTP binding to Rab7, primary screen, biochemical, wildtype, multiplex bead flow cytometry; GST-Rab7 beads, fluorescent GTP binding; actives lie on both sides; untreated = 100%, excess cold GTP = 0%; AID 758, 2007; GTP binding activity (percent of control), % at 10 µM; hit rate 0.055% among 190,000; Rab7 GTPase wild type (dog), Bodipy-FL-GTP binding;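 active = fluorescent GTP binding to Rab7 beads changed by at least 20 points from the 100% baseline, either direction, mostly lower; inconclusive = compound itself probably fluorescent, or too few beads counted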;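 note: median green fluorescence of bound Bodipy-FL-GTP per Rab7 bead population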
Pf gamet viab = late stage P. falciparum gametocyte viability inhibitors, primary screen, ATP luminescence, HTS | P. falciparum stage V gametocytes, 24 h | inhibition, % at 10.9 µM | hit rate 0.065% among 150,000 | AID 743093, 2013;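 active = inhibition above the mean plus 3 SD of compounds within the control limits, set per campaign, cut at about 38% in these data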;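 note: 0% = DMSO wells and 100% = medium only without gametocytes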
ABCG2 block = ABCG2 efflux pump inhibitors, primary screen, multiplex with ABCB1, IgMXP3 cells, flow cytometry. Broad substrate specificity ATP-binding cassette transporter ABCG2 (Homo sapiens), Q9UNQ0. JC-1 efflux. inhibition, % at 6.6 µM. hit rate 0.1% among 190,000. AID 1325, 2008;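 active = inhibition above 80%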;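 note: 0% = DMSO and 100% = nicardipine control wells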
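Assay system – ABCG2 IgMXP3 and barcoded ABCB1 CCRF-Adr cell mix · Input – 3 million cells/mL in well · Reagent – JC-1 fluorescent substrate · Compound – single test compound dose, 6.6 µM final · Timing – 10 min exposure at 25 °C with rotation, no wash · Detection – flow cytometry of retained JC-1 fluorescence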
ABCB1 block = ABCB1 efflux pump inhibitors, primary screen, cell-based, multiplex, flow cytometry, ABCG2 counter-screen; inhibition, % at 6.6 µM; CCRF-Adr cells, JC-1 efflux; hit rate 0.067% among 190,000; AID 1326, 2008; in the data active = inhibition above about 40%;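 note: 0% = vehicle and 100% = reference inhibitor; higher value means more JC-1 retained so stronger ABCB1 efflux block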
Rac1 wt modul = wildtype Rac1 GTP binding modulators, primary screen, biochemical, GST-Rac1 beads, flow cytometry, multiplex; Ras-related C3 botulinum toxin substrate 1 (Homo sapiens), P63000; fluorescent GTP binding; actives lie on both sides; 0 = cold GTP competed, 100 = untreated; GTP binding activity (% of control), % at 10 µM; hit rate 0.27% among 190,000; AID 757, 2007;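 active = GTP binding activity at least 20 points away from the 100% control level, either lower or higher; inconclusive = compound flagged as likely green fluorescent, judged across all proteins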
Avidin fluor = green autofluorescence of compounds with avidin beads – biophysical, 488/530 nm, flow cytometry, artefact control, profiling panel; fluorescence (KMESF) at 10 µM; hit rate 0.38% among 220,000; compound fluorescence 488/530 nm; stronger effect = higher value; in the data active = fluorescence above about 47; note: inactives centre near 10
Cdc42 wt GTP = modulators of GTP binding to wildtype Cdc42, primary screen, biochemical, multiplex bead flow cytometry, Bodipy-GTP. AID 761, 2007. percent activity (GTP binding), % at 10 µM. hit rate 0.2% among 190,000. GST-Cdc42 beads; actives lie on both sides. Cell division control protein 42 homolog (Homo sapiens), P60953;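 active = percent activity GTP binding at least 20 points away from the 100% baseline, either down as inhibitor or up as activator; inconclusive = compound flagged as likely green fluorescent from well-wide comparison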;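 note: median bead fluorescence of bound Bodipy-FL-GTP at 100 nM; 0% = excess unlabeled GTP control and 100% = no compound control; below 100% means less GTP binding so inhibitor and above means activator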
Target sequence (P60953 whole entry, looked up): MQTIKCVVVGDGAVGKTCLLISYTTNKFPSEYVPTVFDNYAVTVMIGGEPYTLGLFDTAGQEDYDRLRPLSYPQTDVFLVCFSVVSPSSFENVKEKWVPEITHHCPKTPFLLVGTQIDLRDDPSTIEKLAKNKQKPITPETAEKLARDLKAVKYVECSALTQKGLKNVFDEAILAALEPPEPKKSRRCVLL
HRas wt GTP bind = modulators of GTP binding to HRas wildtype, primary screen, biochemical, bead-based flow cytometry, multiplex; GTPase HRas (Homo sapiens), P01112; GST-Ras wt beads, Bodipy-FL-GTP binding; actives lie on both sides; GTP binding activity, % at 10 µM; hit rate 0.14% among 190,000; AID 759, 2007;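 active = GTP binding activity at least 20% away from the 100% baseline, either lowered as inhibitor or raised as activator; inconclusive = flagged as likely green fluorescent, judged across all proteins in the well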;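 note: 0% = unlabeled GTP competition control and 100% = no-compound control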
Target sequence (P01112 whole entry, looked up): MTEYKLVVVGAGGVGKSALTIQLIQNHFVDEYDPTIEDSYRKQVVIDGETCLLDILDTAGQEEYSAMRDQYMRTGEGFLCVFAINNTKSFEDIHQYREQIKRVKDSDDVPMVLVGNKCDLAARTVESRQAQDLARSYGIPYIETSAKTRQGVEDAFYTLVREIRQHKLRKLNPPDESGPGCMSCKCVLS
Mcl1-Noxa inh = Mcl-1/Noxa binding inhibitors, primary screen, biochemical, TR-FRET, 1536-well | inhibition, % at 21.7 µM | TR-FRET Mcl-1/Noxa peptide binding, 2 h | hit rate 1.5% among 220,000 | AID 1022, 2008;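 active = compounds that cut the protein-peptide binding signal by more than 50% relative to plate controls in a single-dose test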;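 note: His-tagged Mcl-1 with rhodamine Noxa BH3 peptide and terbium anti-His antibody; 0% = Mcl-1 plus Noxa peptide wells and 100% = peptide-only wells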
Target sequence (Q07820 whole entry, looked up): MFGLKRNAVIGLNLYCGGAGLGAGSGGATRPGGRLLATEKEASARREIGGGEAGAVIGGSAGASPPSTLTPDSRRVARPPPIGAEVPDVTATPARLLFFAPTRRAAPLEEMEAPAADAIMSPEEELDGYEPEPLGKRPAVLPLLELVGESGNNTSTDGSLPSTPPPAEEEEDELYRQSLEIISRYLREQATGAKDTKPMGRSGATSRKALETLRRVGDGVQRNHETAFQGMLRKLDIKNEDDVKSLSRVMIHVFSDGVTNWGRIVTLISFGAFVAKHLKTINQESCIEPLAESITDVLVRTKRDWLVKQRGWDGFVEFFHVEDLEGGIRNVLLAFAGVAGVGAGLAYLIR
* marks the source's active call; other numbers are inactive results; ? = inconclusive; . = not tested or not shown.

SMILES | Rac1 mut GTP | Rab2A wt mod | Rab7 wt modul | Pf gamet viab | ABCG2 block | ABCB1 block | Rac1 wt modul | Avidin fluor | Cdc42 wt GTP | HRas wt GTP bind | Mcl1-Noxa inh
C=CCN1C2CCCC1CC(NC(=S)Nc1cccc(OC)c1)C2 (stereo not given) | 95 | 96 | 102 | -6 | 0 | 0.0 | 99 | 9 | 95 | 99 | -2
CCCCC(=O)Nc1cc(-c2nc3ncccc3o2)ccc1C | 98 | 94 | 96 | 21 | 7 | 0.5 | 99 | 9 | 109 | 99 | 9
CCOc1ccc(NC(=NCc2ccc3c(c2)OCO3)SC2CC(=O)N(c3ccc(OCC)cc3)C2=O)cc1 (stereo not given) | 101 | 100 | 97 | . | 2 | 0.5 | 106 | 7 | 107 | 105 | 8
O=C(COC(=O)Cc1ccc(S(=O)(=O)N2CCOCC2)s1)NCCc1ccccc1 | 104 | 105 | 103 | . | 0 | 0.6 | 112 | 5 | 107 | 103 | 23
Cc1ccc(NC(=S)NCc2ccccc2Cl)c(C)c1 | 103 | 104 | 101 | -80 | 4 | 1.0 | 109 | 12 | 102 | 104 | 15
CC(/C=C/c1ccc(N(C)C)cc1)=N\N=C1\NC(=O)CC(C(=O)Nc2ccccc2)S1 (stereo not given) | 98 | 96 | 99 | . | -4 | -0.3 | 100 | 2 | 93 | 98 | -26
CSCCC(Nc1ccc(S(=O)(=O)N2CCOCC2)cc1[N+](=O)[O-])C(=O)OCC(=O)N(C(C)C)C(C)C (stereo not given) | 97 | 96 | 102 | 10 | 10 | 7.2 | 103 | 3 | 98 | 100 | 15
O=C(Nc1ccc(O)cc1)c1ccc(C(=O)c2ccccc2)o1 | 98 | 97 | 102 | . | 13 | 1.0 | 99 | 7 | 97 | 99 | -3
CC1(C)Cc2c(sc3c2c(=N)n(Cc2ccco2)c(=O)n3Cc2ccc(Cl)cc2)CO1 | 101 | 105 | 103 | 2 | 1 | 1.3 | 106 | 4 | 104 | 103 | -11
Cc1ccc(S(=O)(=O)c2cc(C#N)c(=O)[nH]c2N)cc1 | 100 | 101 | 101 | 30 | 1 | -0.1 | 106 | 10 | 102 | 102 | -1
CC(C)CCNC(=O)c1ccc(Cl)c(N)c1 | 97 | 94 | 95 | . | 11 | 0.5 | 98 | 8 | 92 | 95 | 7
Cc1ccc(S(=O)(=O)N=Nc2c(O)[nH]c3ccccc23)cc1 | 101 | 101 | 100 | . | -1 | -0.2 | 103 | 7 | 100 | 99 | 31
O=C(Nc1ccc(Cl)cn1)c1ccccc1F | 97 | 102 | 102 | . | 29 | -0.7 | 106 | 14 | 101 | 100 | 5
CCCn1c(SCC(=O)NCc2ccc(OC)cc2)n[nH]c1=O | 96 | 96 | 95 | 7 | 1 | 0.9 | 95 | 16 | 97 | 94 | 6
CC1CCCC(NC(=O)COC(=O)CN2C(=O)C3CCCCC3C2=O)C1C (stereo not given) | 102 | 100 | 97 | 12 | 13 | 0.1 | 107 | 21 | 104 | 102 | 12
CS(=O)(=O)c1ccc(Cl)c(NC(=O)Cc2c(Cl)cccc2Cl)c1 | 95 | 98 | 97 | 18 | 0 | 0.4 | 96 | 10 | 95 | 97 | 21
O=C(Nc1ccccc1C(=O)N/N=C/c1ccco1)c1ccccc1Cl | 97 | 99 | 97 | . | 2 | 0.5 | 96 | 11 | 97 | 98 | -19
O=C(c1ccccc1)N1CCN(C(=O)c2ccccc2Br)CC1 | 101 | 101 | 97 | . | 3 | 0.6 | 108 | 28 | 103 | 101 | 18
S=c1[nH]cnc2scc(-c3ccccc3)c12 | 99 | 98 | 99 | -7 | 0 | -0.2 | 102 | 8 | 97 | 99 | 2
COc1ccccc1OCCCC(=O)Nc1nccs1 | 98 | 94 | 95 | -6 | 3 | 0.2 | 97 | 6 | 97 | 94 | -2
CC1=NN(C(C#N)c2ccc(F)cc2)C(C)(C)C1 (stereo not given) | 95 | 97 | 101 | . | 1 | 0.3 | 101 | 4 | 101 | 99 | 5
COc1ccc(S(=O)(=O)N(C)CC(=O)NC2CCCCC2)cc1Cl | 101 | 99 | 98 | 1 | 1 | 0.7 | 105 | 30 | 102 | 99 | 6
CCOc1ncccc1C(=O)Nc1ccc(-c2ccc3nnc(C)n3n2)cc1 | 92 | 88 | 89 | -27 | 1 | 0.6 | 87 | 27 | 88 | 90 | 9
Cc1[nH]nc2c1C(c1cccs1)C1=C(CC(C)(C)CC1=O)N2 (stereo not given) | 92 | 98 | 107 | 4 | 16 | 2.4 | 99 | 9 | 96 | 98 | 6
COc1cc(-c2nc3ccc(N4CCN(C)CC4)cc3[nH]2)cc(OC)c1OC | 93 | 97 | 94 | 3 | 1 | 0.0 | 94 | 8 | 95 | 92 | 32
CCOC(=O)c1c(C)[nH]c(C(=O)CN2C(=O)C(=O)N(CC(C)C)C2=O)c1C | 94 | 93 | 93 | -10 | 1 | -0.2 | 94 | 24 | 91 | 93 | -4
O=C(O)/C=C/c1ccc(S(=O)(=O)N(CCO)CCO)cc1 | 98 | 101 | 104 | . | 1 | 0.6 | 103 | 10 | 98 | 101 | 8
CCN(CC)CCCNC(=S)N1CCn2c(nc3ccccc32)C1 | 99 | 99 | 99 | -9 | 4 | -0.1 | 103 | 15 | 99 | 100 | -5
Cc1ccc(-c2cc(-c3cccs3)[nH]n2)c(O)c1 | 96 | 99 | 103 | 8 | 30 | -0.3 | 99 | 18 | 98 | 98 | 19
O=c1cc(CN2CCCCCC2)nc2sccn12 | 95 | 94 | 102 | 4 | 0 | 0.2 | 101 | 11 | 94 | 96 | 18

Some entries already given with just Rab2A wt mod and ABCB1 block.
SMILES	Rab2A wt mod	ABCB1 block
CCOC(=O)c1c(C)[nH]c(C(=O)CN2C(=O)C(=O)N(CC(C)C)C2=O)c1C	93	-0.2
O=C(O)/C=C/c1ccc(S(=O)(=O)N(CCO)CCO)cc1	101	0.6

Additional structures follow:
SMILES | Rac1 mut GTP | Rab2A wt mod | Rab7 wt modul | Pf gamet viab | ABCG2 block | ABCB1 block | Rac1 wt modul | Avidin fluor | Cdc42 wt GTP | HRas wt GTP bind | Mcl1-Noxa inh
COc1cc2c(cc1OC)C(C(=O)NCCN1CCOCC1)C1c3ccccc3CCN1C2=O (stereo not given) | 97 | 98 | 97 | . | 1 | 0.0 | 101 | 7 | 100 | 97 | -7
O=C(OCC1CC(c2ccccc2Cl)=NO1)c1ccc(Br)cc1 (stereo not given) | 93 | 95 | 95 | . | 0 | -0.1 | 97 | 10 | 97 | 95 | 9
CCOC(=O)Cc1nn(CC)c(=O)c2ccccc12 | 96 | 99 | 104 | -9 | 2 | 0.4 | 98 | 11 | 97 | 101 | 23
CC(=O)N1CCc2cc(S(=O)(=O)NC3CCCc4ccccc43)ccc21 (stereo not given) | ? | ? | ? | 10 | 5 | 1.2 | ? | 35 | ? | ? | 4
COc1ccc(C2=Nn3c([n+](C)c4ccccc43)SC2)cc1 | 97 | 99 | 103 | . | -1 | -0.5 | 98 | 10 | 94 | 98 | 5
CC1CN(C(=O)CSc2nnc(-c3ccncc3)n2-c2ccccc2)CC(C)O1 (stereo not given) | ? | ? | ? | . | 2 | 0.0 | ? | 10 | ? | ? | .
O=C(Nc1ccc(CN2CCOCC2)cc1)c1cccc(F)c1 | 98 | 99 | 98 | 14 | 0 | 0.0 | 102 | 38 | 101 | 99 | 14
O=C(O)CCCC(=O)NCc1ccccn1 | 100 | 103 | 101 | . | 5 | 0.3 | 104 | 45 | 102 | 103 | 7
CN1CCc2nc(NC(=O)COc3ccc4ccccc4c3)sc2C1 | 97 | 101 | 105 | -21 | 6 | -0.1 | 100 | 6 | 98 | 99 | 13
O=C(c1ccc(S(=O)(=O)N2CCOCC2)cc1)N1CCc2ccccc2C1 | 100 | 101 | 99 | -2 | 3 | 0.8 | 108 | 10 | 105 | 102 | -15
CCOC(=O)C1=C(CP(=O)(c2ccccc2)c2ccccc2)NC(=O)NC1c1ccc(OC)cc1 (stereo not given) | 98 | 100 | 98 | 7 | 7 | 0.4 | 105 | 10 | 101 | 101 | 4
Cc1cc(C)cc(NC(=O)C(OC(=O)c2ccc([N+](=O)[O-])o2)c2ccccc2)c1 (stereo not given) | 100 | 98 | 98 | -1 | 20 | 23 | 104 | 12 | 102 | 102 | 3
CC1CN(CCOCCSc2ccccc2)CC(C)O1 (stereo not given) | 95 | 96 | 96 | . | 14 | 0.6 | 95 | 10 | 98 | 96 | 42
CCOC(=O)c1oc2ccccc2c1NC(=O)c1ccc(Cl)s1 | 98 | 100 | 100 | . | 0 | 0.0 | 104 | 5 | 101 | 102 | 1
Cc1ccc(NC(=O)C(C)c2cccc(C(=O)c3ccccc3)c2)cc1O (stereo not given) | 98 | 98 | 96 | 13 | 7 | 0.0 | 98 | 4 | 96 | 98 | 14
CCOC(=O)C1=C(O)C(Nc2nc3ccccc3s2)(C(F)(F)F)N=C1C (stereo not given) | 103 | 106 | 98 | -8 | 0 | -0.2 | 103 | 17 | 105 | 103 | -7
COc1ccc(S(=O)(=O)N(C)C)cc1NC(C)C(=O)Nc1cccc(C#N)c1 (stereo not given) | 94 | 95 | 98 | 9 | -1 | -0.2 | 92 | 20 | 93 | 96 | 6
COc1ccc(C(=O)Nc2ccc(Cl)cc2C(=O)NCCN2CCOCC2)cc1 | 102 | 108 | 109 | . | 2 | 0.6 | 107 | 43 | 107 | 107 | 22
COc1ccc(-n2c(C)nc3cc(C(=O)NCCN4CCOCC4)ccc32)cc1 | 97 | 97 | 97 | -26 | 2 | 0.4 | 97 | 8 | 98 | 99 | 14
